Screens: PubChem, National Center for Advancing Translational Sciences (NCATS)
KDM5B inh: Primary screen for KDM5B Histone Demethylases FDH-coupled qHTS. actives 2.6% (n = 220,000). AID 1347165, 2019. Potency, µM (titrated, usually from 57.7 µM), for the others: at the highest dose activity change, negative = inhibition, hits mostly inhibitors. KDM5B demethylase, FDH-coupled NADH fluorescence (FDH is formaldehyde dehydrogenase); active means well fitted inhibition curve with a large enough effect; inconclusive means small, poorly fitted or top-dose-only effect; inactive means no such curve, though single readings can be large or run the other way; further: 0% is about no effect; nearly all actives have a fitted effect of over 70% in size
Target sequence (Q9UGL1 whole entry, looked up): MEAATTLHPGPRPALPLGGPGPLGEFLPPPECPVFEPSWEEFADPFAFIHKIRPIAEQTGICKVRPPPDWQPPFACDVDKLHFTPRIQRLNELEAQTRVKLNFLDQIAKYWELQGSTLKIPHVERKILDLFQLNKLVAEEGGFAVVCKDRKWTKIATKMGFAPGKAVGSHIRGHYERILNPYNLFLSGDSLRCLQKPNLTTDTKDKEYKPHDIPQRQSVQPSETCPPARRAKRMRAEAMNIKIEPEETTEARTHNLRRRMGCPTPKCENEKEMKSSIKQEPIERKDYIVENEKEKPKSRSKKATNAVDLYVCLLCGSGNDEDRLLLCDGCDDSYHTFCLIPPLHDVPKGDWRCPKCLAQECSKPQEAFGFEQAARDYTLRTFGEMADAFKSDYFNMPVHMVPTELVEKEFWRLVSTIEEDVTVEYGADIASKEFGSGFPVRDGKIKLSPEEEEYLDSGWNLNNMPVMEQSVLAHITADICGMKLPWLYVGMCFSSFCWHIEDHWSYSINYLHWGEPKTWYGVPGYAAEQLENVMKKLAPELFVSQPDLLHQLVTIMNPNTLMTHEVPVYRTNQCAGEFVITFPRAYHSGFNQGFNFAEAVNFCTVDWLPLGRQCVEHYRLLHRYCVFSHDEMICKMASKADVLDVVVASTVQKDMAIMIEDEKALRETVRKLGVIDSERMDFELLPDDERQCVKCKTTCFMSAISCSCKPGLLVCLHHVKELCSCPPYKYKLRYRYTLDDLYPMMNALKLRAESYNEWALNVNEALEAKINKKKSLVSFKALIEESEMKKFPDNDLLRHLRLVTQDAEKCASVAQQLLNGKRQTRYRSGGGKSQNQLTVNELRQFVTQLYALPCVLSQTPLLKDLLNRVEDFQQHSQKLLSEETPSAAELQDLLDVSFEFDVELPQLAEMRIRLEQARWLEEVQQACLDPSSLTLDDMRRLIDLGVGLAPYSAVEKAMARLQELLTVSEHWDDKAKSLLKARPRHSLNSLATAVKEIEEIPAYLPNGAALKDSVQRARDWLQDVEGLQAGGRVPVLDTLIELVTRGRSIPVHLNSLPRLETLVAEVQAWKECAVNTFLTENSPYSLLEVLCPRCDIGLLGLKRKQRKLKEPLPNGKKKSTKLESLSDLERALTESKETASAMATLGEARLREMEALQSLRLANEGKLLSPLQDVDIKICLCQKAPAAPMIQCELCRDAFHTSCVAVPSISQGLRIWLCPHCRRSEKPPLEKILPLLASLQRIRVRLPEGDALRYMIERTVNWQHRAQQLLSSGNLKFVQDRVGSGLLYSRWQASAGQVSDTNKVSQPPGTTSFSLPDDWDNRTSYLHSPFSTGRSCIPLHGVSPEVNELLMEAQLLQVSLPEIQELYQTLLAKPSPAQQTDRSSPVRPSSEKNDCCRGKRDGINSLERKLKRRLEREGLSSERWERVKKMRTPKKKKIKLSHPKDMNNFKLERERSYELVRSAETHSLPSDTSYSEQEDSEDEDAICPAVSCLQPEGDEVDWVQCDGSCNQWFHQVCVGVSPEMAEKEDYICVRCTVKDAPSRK
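Measured: NADH fluorescence change, 30 min, RT. System: KDM5BΔAP 200 nM final, H3K4me3 peptide, α-KG, Fe(II), ascorbate, NAD⁺ plus FDH, pH 7.5 HEPES. Compounds: titrated, 10 min pre-incubation with enzyme.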
An asterisk follows results filed as active; u = inconclusive; [ ] = remark or other dose. Potency means the concentration at half of the fitted maximal effect. An excerpt; rates above refer to the full screens.

canonical_smiles	KDM5B inh
O=C(NCc1ccncc1)c1nc2c(o1)CCN(Cc1ccccc1F)CC2	-17.2%[86.2 µM]
CCCc1nc(-c2cc3ccccc3[nH]c2=O)no1	u
CCC(C)NC(=O)c1ccc2nc(CCc3ccccc3)oc2c1 (stereo unspecified)	-4.9%
CN1CCN(CCCc2ccccc2)CC1	-10.3%
O=C1[C@@H]2Cc3c([nH]c4ccccc34)CN2C(=O)CN1CCCO	14.8%
CCc1cccc2c(C(CC(=O)N3CCCCC3)c3cccc(C)c3)c[nH]c12 (stereo unspecified)	9.1%
CC(C)CC(NS(C)(=O)=O)C(=O)O (stereo unspecified)	15.4%
N[S+](=O)([O-])c1ccc2c(c1)OCCN(CCc1ccccc1)C2	4.0%[86.2 µM]
Cc1ccccc1CN1C(=O)c2ccccc2S(=O)c2ccc(C(=O)NCc3ccccc3)cc21 (stereo unspecified)	-4.9%
COc1cccc(-c2cc(C(=O)NCCc3ccc(C)cc3)[nH]n2)c1	9.2%
CC(C)(C)c1ccc(S(=O)(=O)c2cn(CC(=O)Nc3ccccc3)c3ccccc3c2=O)cc1	-10.1%
COc1ccccc1OCC(=O)NC1CC(=O)N(Cc2ccccc2Cl)C1 (stereo unspecified)	-12.8%
O=C(Cn1nc2n(c1=O)CCCC2)NCCCc1ccccc1	0.2%
C/C(=N\NC(=S)Nc1ccccc1C)C1Cc2ccccc2C(=O)O1 (stereo unspecified)	5.8%
Cc1c(C)n(-c2ccc(F)c(F)c2)c2ncnc(Cl)c12	15.6%
COc1cccc(CC(=O)N2CCCN(C(=O)C3CC3)c3ccccc32)c1	1.5%
COC[C@@H]1OC[C@@]2(C)C3CC[C@@H](O)[C@@H](CC(=O)NCc4cccs4)[C@]3(C)CC[C@H]2O1 (stereo partly specified)	-1.9%
Cc1oc2ccc(O)c(CN3CCCC(C)C3)c2c1C(=O)Nc1ccccc1 (stereo unspecified)	7.5%
CC(=O)N1CCN(C(=O)c2sc(-c3ccc(OC(F)(F)F)cc3)nc2C)CC1	15.4%
COc1ccccc1CNC(=O)CCCn1c(=O)c2ccccc2n(CC(=O)Nc2c(C)cc(C)cc2C)c1=O	-25.4%
Cc1cc(C)c2nc(SCC(=O)N(C)CCC#N)cc(C)c2c1	-1.8%
O=S(=O)(Nc1nc2ccccc2nc1N1CCCCCC1)c1ccccc1	2.6%
CCOc1ccc(S(=O)(=O)N2CCN(C(C(=O)O)c3c[nH]c4ccccc34)CC2)cc1 (stereo unspecified)	12.1%
COC(=O)c1c(-c2ccccc2)noc1-c1ccccc1	20.5%
CCN(CC)C(=O)CC[C@@H]1CNC(=O)[C@@H]2C[C@H](NC(=O)c3ccc(N(C)C)cc3)CN12	-15.8%[86.2 µM]
CN1CCN(Cc2cc(F)ccc2Cl)CC12CCNC(=O)CC2 (stereo unspecified)	21.8%
COc1ccc(OC)c(CNC(=O)C2(CCO)CCN(c3ncccn3)C2)c1 (stereo unspecified)	u
C=CCN1CC2(CCC1=O)CCN(C(=O)C(C)n1cc(C)cn1)CC2 (stereo unspecified)	12.4%
O=c1c(-c2ccccc2)nnc2sc(-c3ccc(Cl)cc3)nn12	22.8%
O=C1CC2CCCC(C1)N2C(=O)c1cccnc1	13.5%[86.2 µM]
CN(C)CCCC(=O)N1CCC2(CC1)CN([S+](C)(=O)[O-])Cc1ccccc1O2	4.6%[115 µM]
C[C@]1(CO)C2CC[C@@H](O)[C@@H](CC(=O)N3CCC[C@H]3CO)[C@]2(C)CC[C@H]1OC(=O)NC1CCCCC1 (stereo partly specified)	9.1%
Cc1ccc(CNC(=O)c2ccc3c(c2)CN(CC2=Cc4ccccc4OC2)CCO3)cc1	-21.1%
CCCc1noc(CN(C)C(C(=O)O)c2ccc(OC)c(F)c2)n1 (stereo unspecified)	7.2%
CC(=O)N1CCc2c(sc3c2c(=O)n(Cc2ccccc2)c(=O)n3Cc2ccc(C)cc2)C1	-4.0%
Cc1noc(C)c1CNC(=O)[C@H]1CN(Cc2ccccc2)C[C@H]1C(=O)O	-14.5%
CC(C)c1ccc(NC(=O)CSC2=Nc3ccccc3C3=NC(CC(=O)NCc4cccs4)C(=O)N23)cc1 (stereo unspecified)	-27.8%
O=C1N[C@@H]2CCN(S(=O)(=O)c3cccc(F)c3)[C@@H]2C(=O)N1c1ccc(F)cc1	-0.4%[86.2 µM]
N#CC1=C(N)OC(c2ccccc2)=C(C(=O)c2ccccc2)C1c1ccccc1 (stereo unspecified)	u
O=C(c1cccc(Cl)c1)N1CCC(c2nn(-c3ccc(Cl)cc3)c(=O)[nH]2)CC1	-7.1%
Cc1cc(C)cc(NC(=O)CSc2nc(=O)n(Cc3ccccn3)c3c2CCC3)c1	9.3%
Cc1cn2nc(C(=O)N3CCCC3)cc2c(=O)[nH]1	u
CCOc1cc(=O)n2c(c1C(=O)Nc1ccc(OC)cc1OC)CCCC2	-16.0%
COC(=O)[C@H](NC(=O)[C@@H]1C[C@H](NC(=O)Nc2ccc(F)cc2F)CN1C(C)=O)C(C)C	-9.8%
Cc1cc(=O)[nH]c2nnc(SCc3ccc(F)cc3)n12	-18.0%
COCCCNC(=O)c1cc(=O)[nH]c2ccccc12	u
Fc1cccc(-c2nc3cc(Cl)ccc3o2)c1	5.3%
Nc1cccc2c1C(=O)N(C(=O)c1ccco1)C2=O	42.5%[activator]
Cc1ccc2nc(COc3ccccc3NC(=O)Nc3ccc(F)c(Cl)c3)cc(=O)n2c1	-12.2%
CCC(C)[C@H](NC(=O)N1CCC(C)CC1)C(=O)O (stereo partly specified)	17.4%

(further entries)
molecule | KDM5B inh
CCNC(=O)N1CCC(Cc2ccc(C(=O)O)cc2)CC1 | 3.4%
C=CCc1c(C)nc(N2CCSCC2)[nH]c1=O | 2.5%
CCOc1ccccc1NC(=O)c1ncoc1-c1ccc(OC)c(OC)c1 | -25.3%
O=C1NC2(CN(Cc3ccc(C(F)(F)F)cc3)C2)Oc2ccccc21 | -14.6%
FCCCOc1ccc(-c2nccc(-c3ccccn3)n2)cc1 | u
O=c1cc(-c2ccccc2)c2ccc3c(c2o1)CN(Cc1cccc(Cl)c1)CO3 | -13.2%
CNC(=O)C1CCCCN1C(=O)Cc1nc(-c2cccs2)oc1C (stereo unspecified) | u
CCOc1ccc(NC(=O)c2sc3nc4n(c(=O)c3c2C)CCC4)cc1 | -5.9%
Cc1cccc(NCc2nc3ccccc3n2CCOc2ccccc2C)c1 | -19.7%
CS(=O)(=O)c1ncc(Cl)c(C(=O)N2CCN(c3cccc(Cl)c3)CC2)n1 | 18.4%
CN(C)c1ccc(CN2CCn3c(nn(-c4cccc(Cl)c4)c3=O)C2)cc1 | u
COc1ccccc1N1C(=O)NC(NC(=O)c2cccc(Cl)c2)(C(F)(F)F)C1=O (stereo unspecified) | 0.3%
Cc1ccc(NC(=O)CC2Oc3ccccc3NC2=O)cc1C (stereo unspecified) | -16.6%
CCc1ccccc1NC(=O)CC1CC2CCC1C2 (stereo unspecified) | 22.3%
Cc1nc2nc(CC(=O)Nc3ccccc3F)nn2c(C)c1Cc1ccccc1Cl | 22.5%
Cc1nc(CN2Cc3nc(-c4ccc(Cl)cc4)ccc3OCC2=O)cs1 | -20.7%[86.2 µM]
Cc1cc(CN2C[C@@H](CO)[C@H](NC(=O)c3ccccc3)C2)n(C)n1 | -13.3%
NC(=O)C1CCN(Cc2ccc(C(F)(F)F)cc2)CC1 | u
CCOC(=O)COc1ccc(C)cc1C(=O)c1ccn2nc(-c3ccc(F)cc3)cc2n1 | u
COc1ccc(OCCOC(=O)Cc2coc3cc(C)c(C)cc23)cc1 | 14.8%
Cc1ccc2oc(C(=O)N(C)CC(=O)Nc3ccc(Br)cc3C)cc(=O)c2c1 | -22.1%
Cc1ccccc1OCc1nc(-c2ccccc2OCC(=O)N2CCC(C)CC2)no1 | 4.5%
CC(C)(C)c1ccc(-c2cc(C[C@H]3CNCC[C@H]3CC(=O)N3CCOCC3)no2)cc1 | 1.2%[86.2 µM]
Cc1cccc(OCc2cc(=O)n3c(-c4ccccc4)csc3n2)c1C | -2.4%
O=S(=O)(Nc1nc2ccccc2nc1Nc1cccc(Cl)c1)c1ccc(F)cc1 | -22.1%

A draw from above in order of formula weight, descending:
molecule | KDM5B inh
COc1ccccc1N1C(=O)NC(NC(=O)c2cccc(Cl)c2)(C(F)(F)F)C1=O (stereo unspecified) | 0.3%
CS(=O)(=O)c1ncc(Cl)c(C(=O)N2CCN(c3cccc(Cl)c3)CC2)n1 | 18.4%
Cc1nc(CN2Cc3nc(-c4ccc(Cl)cc4)ccc3OCC2=O)cs1 | -20.7%[86.2 µM]
CCOc1ccccc1NC(=O)c1ncoc1-c1ccc(OC)c(OC)c1 | -25.3%
COc1ccc(OCCOC(=O)Cc2coc3cc(C)c(C)cc23)cc1 | 14.8%
Cc1ccc(NC(=O)CC2Oc3ccccc3NC2=O)cc1C (stereo unspecified) | -16.6%

Following part
molecule | KDM5B inh
COc1ccc(-c2cnc([C@@H]3COCCN3C3CCCCC3)[nH]2)cc1 | -14.0%[86.2 µM]
O=C(Nc1ccc(F)cc1F)N1CCC(Oc2ncccc2C(=O)N2CCOCC2)C1 (stereo unspecified) | 15.8%
CCCCc1ccc(NC(=O)CSc2nnc3[nH]c(=O)cc(C)n23)cc1 | u
Cc1ccccc1CN1CCCn2nc(C)c(-c3cccnc3N3CCOCC3)c21 | u
COc1cc(C)c(NC(=O)c2ccc3c(c2)NC(=O)CCS3)cc1OC | 1.6%
O=C(Nc1cccc(Cl)c1)c1nn(Cc2ccccc2)c(=O)c2ccccc12 | 7.6%
Cn1cccc1C(=O)NCC1(C)CCOCC1 | -24.6%
COc1nccc(N2CCC(CC(=O)NCc3ccc(F)cc3Cl)CC2)n1 | 0.4%
CCOC(=O)c1ccc(NC(=O)c2c(NCc3cc(OC)c(OC)cc3OC)sc3c2CCCC3)cc1 | u
COc1ccc(CNC(=O)[C@@]23CCCC[C@H]2N(C)C(=O)CC3)cc1 | 4.6%
CC(=O)NCC1CCCN(C(=O)c2cc(Cn3ccc4ccccc43)[nH]n2)C1 (stereo unspecified) | 9.7%
Cc1ccnc(SCc2nc3cc(NS(=O)(=O)c4ccc(Cl)cc4)ccc3n2C)n1 | -24.8%
Cc1ncsc1CN1CC(Oc2cccc(C(=O)N3CCOCC3)c2)C1 | -14.3%
Cc1nc(CN2Cc3nc(-c4cc5ccccc5o4)ccc3OCC2=O)cs1 | u
CC(=O)Nc1cccc(C(=O)NCCc2nc3c(C)c(C)ccc3[nH]2)c1 | 20.2%
O=C1N(C2CCN(S(=O)(=O)c3cccnc3)CC2)C(c2ccncc2)C12CCCCC2 (stereo unspecified) | 11.1%
Cc1ccc(CNC(=O)c2cnc(N3CCCCC3)c3ccccc23)cc1 | u
CN1CCN(c2cc(=O)c3ccnc(Nc4ccccn4)c3o2)CC1 | u
O=C(C(=O)N1CCCCC1)c1c(-c2ccccc2)[nH]c2ccccc12 | -8.6%
COC(=O)c1[nH]c2ccc(F)cc2c1NC(=O)CCN1CCC(C)CC1 | u
Clc1cc(N2CCOCC2)n2nccc2n1 | -32.3%[86.2 µM]
CC(=O)c1c(C)[nH]c(C(=O)c2oc3ccc(Cl)cc3c2C)c1C | -14.3%
CC(=O)c1cc(CCC(=O)NC2CCCCCC2)oc1C | 9.9%
Cn1nc(C(=O)N(Cc2ccccc2)C2CCS(=O)(=O)C2)c2ccccc2c1=O (stereo unspecified) | 15.2%
O=C(Nc1oc2ccccc2c(=O)c1-c1ccc(F)cc1)c1ccc([N+](=O)[O-])cc1 | 7.6%

In the list so far, 2 have a tert-butyl group.
molecule | KDM5B inh
CC(C)(C)c1ccc(S(=O)(=O)c2cn(CC(=O)Nc3ccccc3)c3ccccc3c2=O)cc1 | -10.1%
CC(C)(C)c1ccc(-c2cc(C[C@H]3CNCC[C@H]3CC(=O)N3CCOCC3)no2)cc1 | 1.2%[86.2 µM]

Next part
molecule | KDM5B inh
Cc1ccccc1C(=O)NC1CCN(c2cc(-c3ccc(Cl)cc3)[nH]n2)C1 (stereo unspecified) | u
COc1ccc(CNc2nc(C(=O)NCc3ccccc3OC)cs2)cc1 | -16.9%
O=C(c1ccncc1)N1CCC(Oc2cccc(F)c2)C1 (stereo unspecified) | 4.0%
COc1cc(NC(=O)Cn2cc(C(=O)c3ccc(F)cc3)c(=O)c3ccc(C)nc32)cc(OC)c1 | -21.2%
O=C(CCC1CCCCC1)N1CC2CC(C1)[C@H]1CCCC(=O)N1C2 (stereo partly specified) | 8.2%
Cc1nnc(N2CCC(C(=O)NCc3cccc(Cl)c3)CC2)c2nn(-c3ccccc3)c(C)c12 | u
Cc1coc2cc3oc(=O)c(CC(=O)N(C)CC(=O)O)c(C)c3cc12 | u
CCOC(=O)c1cc(-c2ccc(C)cc2)n(CC(=O)Nc2ccccc2F)c1C | -2.5%
Cc1cnc2c(c1SCC(=O)Nc1ccc(F)cc1F)c(=O)n(C)c(=O)n2C | 9.6%
CCCN1CCCC12Cc1ccccc1CN([S+](C)(=O)[O-])C2 (stereo unspecified) | -15.8%[149 µM]
CC1=C(C(=O)Nc2ccccc2C(=O)NC(C)Cc2ccco2)SCCO1 (stereo unspecified) | -17.5%
CCCCC(CC)C(=O)Nc1cc(=O)[nH]c2nc3ccccc3n12 (stereo unspecified) | -29.6%
Cn1c(CN2CCOCC2)nnc1SCc1ccc(Cl)c(Cl)c1 | -5.5%
CCCOc1c(Cl)cc(C(=O)NCC2CCCO2)cc1OCC (stereo unspecified) | -17.1%
